# EBI2 block = antagonists of human EBI2 receptor | P32249 | EBI2 beta-arrestin recruitment, luminescence, 7a,25-OHC stimulated | inhibition, % at 5 µM | 360,000 compounds, 0.81% hits; in the data active = inhibition above about 38%;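 also: enzyme fragment complementation signal reports receptor beta-arrestin coupling in cells; 0% = agonist plus DMSO wells and 100% = wells without agonist; some results beyond the cut were filed as inactive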
# Gli-Sufu block = blocks Gli-Sufu signaling in a luciferase reporter; AID 588413; 340,000 compounds, 0.74% hits; Sufu-KO-LIGHT fibroblasts, Gli luciferase reporter luminescence; inhibition, % at 5 µM;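 active = inhibition above about 55%, limit read from the data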;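 also: 0% = DMSO-treated cells and 100% = wells with medium but no cells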
# A3G deaminase = inhibitors of human APOBEC3G DNA deaminase; Q9HC16; recombinant A3G, ssDNA deamination FAM/TAMRA fluorescence; inhibition, % at 20 µM; 330,000 compounds, 0.28% hits; AID 493012;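 active = inhibition of at least 40% at 20 µM, with no more than 30% in the related APOBEC3A deaminase screen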;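 also: plate controls were DMSO wells with A3G for no effect and wells lacking A3G enzyme for full effect; some compounds called inactive have numbers as strong as hits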
# Target sequence (Q9HC16 whole entry, looked up): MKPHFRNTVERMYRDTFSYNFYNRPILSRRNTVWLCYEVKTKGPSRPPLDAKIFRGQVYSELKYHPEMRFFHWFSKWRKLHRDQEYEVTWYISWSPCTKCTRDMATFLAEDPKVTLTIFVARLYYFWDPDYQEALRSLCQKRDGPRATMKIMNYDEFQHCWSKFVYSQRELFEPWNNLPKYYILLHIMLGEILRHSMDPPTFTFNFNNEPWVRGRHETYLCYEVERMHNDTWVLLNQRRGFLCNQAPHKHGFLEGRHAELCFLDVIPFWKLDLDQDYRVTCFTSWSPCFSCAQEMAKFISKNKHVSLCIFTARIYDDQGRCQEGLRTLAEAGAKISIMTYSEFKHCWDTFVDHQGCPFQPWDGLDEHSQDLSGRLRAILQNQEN
# GRIN3A LBD mod = modulators (binders) of human NR3A ligand-binding domain; 340,000 compounds, 2.5% hits; Tm shift relative to glycine control, % at 25 µM; NR3A LBD differential scanning fluorimetry, Tm shift; 0% = protein alone, 100% = glycine-bound protein;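 active = melting temperature shift of at least 10% of the positive control shift, at one fixed dose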
# CXCR6 inh = inhibitors of human CXCR6 receptor; 360,000 compounds, 0.36% hits; inhibition, % at 20 µM; AID 602244; O00574; CHO-K1 PathHunter CXCR6 beta-arrestin, luminescence; in the data active = inhibition above about 34%, passing the limit was not always enough;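 also: antagonist mode with CXCL16 agonist at 10 nM final; 0% = 10 nM CXCL16 with DMSO and 100% = unstimulated wells without agonist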
# Target sequence (O00574 whole entry, looked up): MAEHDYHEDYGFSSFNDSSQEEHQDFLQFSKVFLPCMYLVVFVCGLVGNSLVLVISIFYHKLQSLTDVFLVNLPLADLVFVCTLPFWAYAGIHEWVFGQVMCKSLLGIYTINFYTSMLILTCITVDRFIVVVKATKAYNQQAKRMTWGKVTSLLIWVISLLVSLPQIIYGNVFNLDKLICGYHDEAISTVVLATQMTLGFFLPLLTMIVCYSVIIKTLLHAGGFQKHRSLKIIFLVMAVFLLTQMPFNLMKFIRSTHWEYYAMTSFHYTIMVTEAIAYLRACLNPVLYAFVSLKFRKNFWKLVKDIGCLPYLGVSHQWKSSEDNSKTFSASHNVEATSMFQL
# A3A deaminase = blocks human APOBEC3A ssDNA deamination; recombinant A3A, FAM/TAMRA ssDNA deamination fluorescence; inhibition, % at 20 µM; 330,000 compounds, 0.41% hits; AID 493011;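 active = at least 40% inhibition at 20 µM here, with at most 30% in a related deaminase screen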;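 also: plate controls were A3A with DMSO for no effect and wells lacking A3A enzyme for full effect; some results filed as inactive read as strong as hits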
# MPTP inh = blocks calcium-induced mitochondrial swelling; AID 602449; isolated mouse mitochondria, Ca2+ swelling absorbance, 30 min; 360,000 compounds, 1.4% hits; inhibition, % at 10 µM;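 active = inhibition of 50% or more, scaled per plate between neutral and stimulator controls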;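 also: 0% = DMSO wells given calcium and 100% = 1 mM EGTA wells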
# CCR6 antagonist = antagonists of human CCR6 receptor | CHO-K1 CCR6 PathHunter beta-arrestin, luminescence, CCL20-stimulated | 340,000 compounds, 0.49% hits | inhibition, % at 20 µM | P51684 | AID 493098;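 active = compounds whose inhibition of the agonist-driven luminescence signal at 20 µM reaches about 50%, limit read from the data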;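 also: cells stimulated with CCL20 at 14 nM final; plate controls were DMSO with CCL20 for no effect and DMSO without agonist for full effect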
# * marks the source's active call; other numbers are inactive results; . = no result given. The order is random. Share with any hit: about 5.8%.
No. | canonical_smiles | CXCR6 inh | A3A deaminase | CCR6 antagonist | MPTP inh
1 | Cc1c(C)c2ccc(OCC(=O)N3CC[C@@]4(O)CCCC[C@H]4C3)c(C)c2oc1=O | 7 | 2 | 2 | -0.7
2 | COc1ccc(/C=N/NC(=O)CNC(=O)COc2ccccc2)cc1 | -8 | -3 | 4 | -0.3
3 | O=C(Cc1coc2cc(O)ccc12)NNC(=O)c1cccs1 | -6 | -4 | 4 | -1.7
4 | COc1ccc(-c2nc(C)sc2CC(=O)O)cc1 | -4 | 3 | -5 | -1.2
5 | C[C@@H]1CN(C2CCN(Cc3nc(CC4CC4)no3)CC2)C[C@H](C)O1 | -4 | -4 | 7 | -0.7
6 | CC(SCc1ccccc1)C(=O)N/N=C/c1cccs1 (centres undefined) | -9 | 3 | 14 | 1.0
7 | COc1ccc(Nc2cc(C(=O)NCCCN3CCN(C)CC3)c3ccccc3n2)cc1OC | 3 | 0 | -9 | 0.8
8 | Cc1ccc(N2C(=O)C3C(c4ccccc4)N4CCCN4C3(C)C2=O)cc1 (centres undefined) | -8 | -2 | 0 | -0.9

No. | GRIN3A LBD mod | EBI2 block | Gli-Sufu block | A3G deaminase
1 | 1 | 3 | 6 | 1
2 | 1 | 25 | -1 | -7
3 | -1 | -1 | 3 | -8
4 | -1 | -13 | -5 | 14
5 | 0 | -4 | -2 | -8
6 | -3 | -1 | -1 | -4
7 | 0 | -7 | -6 | -2
8 | 0 | -15 | 2 | -6

# Later entries
No. | canonical_smiles | CXCR6 inh | A3A deaminase | CCR6 antagonist | MPTP inh
9 | COc1ccc(NC(=O)c2ccc(OCC3CCCO3)cc2)cc1Cl (centres undefined) | -5 | -7 | -1 | 0.2
10 | O=C1/C(=C\c2ccco2)SC(=S)N1C1CCS(=O)(=O)C1 (centres undefined) | -10 | 35 | -6 | 3.2
11 | CC1CCc2nn(CC(=O)NCCCN3CCCC3=O)cc2C1 (centres undefined) | -2 | -1 | 11 | 1.0
12 | COc1ccc(CC(=O)OCN2C(=O)c3ccccc3C2=O)cc1OC | 4 | -1 | 5 | -0.1
13 | O=C(NC1CCCc2ccccc21)c1ccccc1OC(F)F (centres undefined) | 8 | 0 | 4 | -1.3
14 | CCN(CC)S(=O)(=O)c1cc(NC(=O)CCNC(=O)c2ccccc2Cl)ccc1C | -10 | 2 | 6 | -0.1
15 | C=CCNC(=O)c1sccc1Oc1ccc(F)cc1[N+](=O)[O-] | 2 | -3 | -12 | 0.0
16 | Cn1c(=O)oc2cc(S(=O)(=O)Nc3cccc([N+](=O)[O-])c3)ccc21 | 17 | -2 | 17 | 0.0

No. | GRIN3A LBD mod | EBI2 block | Gli-Sufu block | A3G deaminase
9 | 1 | 35 | -47 | -10
10 | -5 | -2 | 4 | 20
11 | -2 | -7 | -2 | 1
12 | -1 | -2 | 0 | -13
13 | -2 | -5 | -8 | -4
14 | 0 | -7 | 4 | -8
15 | -2 | 3 | -7 | -3
16 | -5 | 2 | 4 | -5

# Another view of some results above.
cpd	structure	CXCR6 inh	A3A deaminase	CCR6 antagonist	MPTP inh	GRIN3A LBD mod	EBI2 block	Gli-Sufu block	A3G deaminase
3	O=C(Cc1coc2cc(O)ccc12)NNC(=O)c1cccs1	-6	-4	4	-1.7	-1	-1	3	-8
4	COc1ccc(-c2nc(C)sc2CC(=O)O)cc1	-4	3	-5	-1.2	-1	-13	-5	14
5	C[C@@H]1CN(C2CCN(Cc3nc(CC4CC4)no3)CC2)C[C@H](C)O1	-4	-4	7	-0.7	0	-4	-2	-8
6	CC(SCc1ccccc1)C(=O)N/N=C/c1cccs1 (centres undefined)	-9	3	14	1.0	-3	-1	-1	-4
7	COc1ccc(Nc2cc(C(=O)NCCCN3CCN(C)CC3)c3ccccc3n2)cc1OC	3	0	-9	0.8	0	-7	-6	-2
8	Cc1ccc(N2C(=O)C3C(c4ccccc4)N4CCCN4C3(C)C2=O)cc1 (centres undefined)	-8	-2	0	-0.9	0	-15	2	-6
9	COc1ccc(NC(=O)c2ccc(OCC3CCCO3)cc2)cc1Cl (centres undefined)	-5	-7	-1	0.2	1	35	-47	-10
10	O=C1/C(=C\c2ccco2)SC(=S)N1C1CCS(=O)(=O)C1 (centres undefined)	-10	35	-6	3.2	-5	-2	4	20
11	CC1CCc2nn(CC(=O)NCCCN3CCCC3=O)cc2C1 (centres undefined)	-2	-1	11	1.0	-2	-7	-2	1
12	COc1ccc(CC(=O)OCN2C(=O)c3ccccc3C2=O)cc1OC	4	-1	5	-0.1	-1	-2	0	-13
13	O=C(NC1CCCc2ccccc21)c1ccccc1OC(F)F (centres undefined)	8	0	4	-1.3	-2	-5	-8	-4
14	CCN(CC)S(=O)(=O)c1cc(NC(=O)CCNC(=O)c2ccccc2Cl)ccc1C	-10	2	6	-0.1	0	-7	4	-8
15	C=CCNC(=O)c1sccc1Oc1ccc(F)cc1[N+](=O)[O-]	2	-3	-12	0.0	-2	3	-7	-3
16	Cn1c(=O)oc2cc(S(=O)(=O)Nc3cccc([N+](=O)[O-])c3)ccc21	17	-2	17	0.0	-5	2	4	-5

# More compounds follow.
No. | canonical_smiles | CXCR6 inh | A3A deaminase | CCR6 antagonist | MPTP inh
17 | Cc1c(Cl)ccc2c(C(O)CBr)cc(-c3ccccc3)nc12 (centres undefined) | -1 | . | 1 | 5.4
18 | CC(C)NC(=O)COC(=O)CNC(=O)c1cc(Cl)cc([N+](=O)[O-])c1 | -4 | 1 | -3 | 0.9
19 | COc1ccc(CC(=O)NCCc2cnc[nH]2)cc1 | 1 | 2 | 6 | -0.1
20 | CC(=O)NC(c1cccc([N+](=O)[O-])c1)c1c(OC(C)=O)ccc2ccccc12 (centres undefined) | 21 | -1 | 14 | -8.3
21 | CCOc1ccc(C(=O)NC(=S)NCCCN2CCOCC2)cc1 | -13 | 3 | -2 | 0.4
22 | Cc1ccc(S(=O)(=O)N2CCN(C(=O)COC(=O)c3ccccn3)CC2)c(C)c1 | -11 | 3 | 3 | -1.0
23 | O=C(Nc1cccc(F)c1)Nc1cccc(Cl)c1 | -5 | -4 | -3 | 88*
24 | O=C(CNC(=O)c1cccs1)N=Nc1c(O)[nH]c2ccc(Br)cc12 | 27 | -2 | 35 | -0.3

No. | GRIN3A LBD mod | EBI2 block | Gli-Sufu block | A3G deaminase
17 | 32* | 7 | 13 | .
18 | 3 | -2 | -1 | -3
19 | 0 | -7 | 4 | -1
20 | 7 | -4 | 8 | -7
21 | 2 | -9 | -20 | -4
22 | -1 | 2 | -9 | 0
23 | 42* | -14 | -11 | -1
24 | -6 | 2 | -7 | -3

# More compounds:
No. | canonical_smiles | CXCR6 inh | A3A deaminase | CCR6 antagonist | MPTP inh
25 | Cc1ccc(OC(=O)c2ccc3c(=O)n4c(nc3c2)CCC4)cc1 | -6 | 2 | -3 | -2.6
26 | Cc1[nH][nH]c(=O)c1C=Nc1ccc(C(F)(F)F)cc1 | -12 | -3 | 6 | 3.0
27 | CCCOc1ccc(C(CC(=O)O)NC(=O)C(c2ccccc2)c2ccccc2)cc1 (centres undefined) | -10 | -4 | -4 | 0.2
28 | O=S(=O)(Cc1ccccc1)Nc1ccc(S(=O)(=O)N2CCCC2)cc1 | -2 | -1 | -5 | 1.9
29 | O=C(Nc1ccnn1C1CCN(C(=O)Cc2cccc(Cl)c2)CC1)C1CC1 | -2 | 2 | 14 | -0.4
30 | COc1ccc([N+](=O)[O-])cc1NC(=O)CSc1ccccc1 | 11 | -2 | 17 | -1.4
31 | NC(=O)CCN(C(=O)c1cccc(S(=O)(=O)N2CCc3ccccc32)c1)c1ccccc1 | 3 | -3 | 8 | -1.9
32 | COc1ccccc1/C=C/C(=O)NCC(=O)N1CCC(N(C)C2CCCC2)CC1 | 4 | 1 | 5 | 1.7

No. | GRIN3A LBD mod | EBI2 block | Gli-Sufu block | A3G deaminase
25 | -1 | -3 | -15 | -4
26 | -2 | -3 | 16 | -5
27 | 2 | -7 | 1 | -5
28 | 0 | -8 | 2 | -1
29 | -1 | 4 | -5 | -4
30 | -7 | 10 | -11 | 0
31 | 0 | 0 | 1 | -5
32 | 3 | -5 | 8 | -6

# Bioassay records as filed in PubChem.
